Screening data (PubChem BioAssay)
MCF10A rereplic: A quantitative high throughput screen for small molecules that induce DNA re-replication in MCF 10a normal breast cells. AID 624296, 2012. Potency, µM (doses to about 46.1 µM), for inactives: top-dose activity, positive = re-replication, usual class: activators. actives 2.9% (n = 350,000). MCF 10A DNA re-replication, Hoechst nuclear intensity, 48 h; note: potency is the fitted concentration of half-maximal effect; % of control where 0% means no effect; nearly all actives have a fitted effect of over 50% in size
KB-3-1 cytotox: qHTS assay for MDR1-selective chemotherapeutics: Primary screen using the parental adenocarcinoma cell KB-3-1 | KB-3-1 viability, CellTiter-Glo ATP luminescence, 72 h | Potency, µM (titrated, usually from 46.1 µM), without a hit: at the top dose activity change, negative = cytotoxic, usual class: cytotoxic | actives 1.4% (n = 400,000); note: potency is the fitted concentration of half-maximal effect; % is set by controls: 0 for no effect and ±100 for the full control effect; nearly all actives have a fitted effect of over 60% in size
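Viability of parental KB-3-1 cells, measured by CellTiter-Glo luminescence, followed a 72 h incubation at 37 °C with pinned compounds in phenol-red-free DMEM containing 10% FBS.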
ATXN2 expr inh: Primary qHTS for Inhibitors of ATXN expression | HEK-293 ATXN2-luciferase reporter, luminescence, 24 h | Potency, µM (top dose mostly 57 µM), inactives show top-dose activity change, negative = inhibition, most hits filed as inhibitors | actives 0.72% (n = 360,000) | AID 1745845, 2022; note: potency is the fitted concentration of half-maximal effect; % is set by controls: 0 for no effect and ±100 for the full control effect; nearly all actives have a fitted effect of over 55% in size
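qHTS (up to 57 uM final) was run with 24 h compound exposure of reporter cells at 37 °C. Each well was multiplexed: SteadyGlo luminescence measured ATXN2-luciferase expression after a fluorogenic Gly-Phe-AFC viability readout (25 uM final).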
HT1080NT lethal: qHTS for induction of synthetic lethality in tumor cells producing 2HG: qHTS for the HT-1080-NT fibrosarcoma cell line; HT-1080-NT fibrosarcoma viability, CellTiter-Glo ATP luminescence, 48 h; Potency, µM (series often up to 46.1 µM), for inactives: top-dose activity, negative = less viability, hits mostly cytotoxic; actives 1.6% (n = 360,000);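 note: NT is the 2HG producing partner of a matched IDH1 knockdown line; potency is the fitted concentration of half-maximal effect; 0% = DMSO-treated cells and -100% = media-only wells without cells; nearly all actives have a fitted effect of over 55% in size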
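Luminescent CellTiter-Glo readout after 48 hours of compound exposure at 37 degrees C defined viability of HT-1080-NT cells. Activity was normalized to DMSO wells and cell-free media wells; concentration-response curves were fitted and assigned curve classes.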
SW480 rereplic: A quantitative high throughput screen for small molecules that induce DNA re-replication in SW480 colon adenocarcinoma cells | SW480 DNA re-replication, Hoechst DNA content imaging, 48 h | AID 624297, 2012 | actives 1.8% (n = 340,000) | Potency, µM (series often up to 46.1 µM), without a hit: at the highest dose re-replication activation, hits mostly activators; note: potency is the fitted concentration of half-maximal effect; % of control where 0% means no effect; nearly all actives have a fitted effect of over 55% in size
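DNA re-replication was detected as more nuclei of elevated Hoechst intensity after 48 hr exposure to compound (23 nL pinned per well of 250 cells).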
IL1B secr inh: qHTS for Inhibitors of Inflammasome Signaling: IL-1-beta AlphaLISA Primary Screen | actives 4.7% (n = 360,000) | THP-1 LPS/ATP IL-1B secretion, AlphaLISA, 16 h; hits give low values | AID 743279, 2014 | activity change, % at 57.5 µM; in the data active = activity change below about -50%; inconclusive = mostly about -30% to -49%; note: % is set by controls: 0 for no effect and ±100 for the full control effect
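THP-1 cells pretreated 1 hr with compounds (up to 57.5 uM final), then stimulated with LPS (250 ng/mL final) plus ATP (1.25 mM final); secreted IL-1B measured by AlphaLISA after 16 hr, decreased signal indicating inhibition.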
HepG2 viability: qHTS for Inhibitors of TGF-b: Cytotox Counterscreen; actives 0.76% (n = 410,000); HepG2 CAGA-GFP viability, ATP luminescence, 18 h; Potency, µM (top dose mostly 46.1 µM), for inactives: top-dose activity change, negative = cytotoxicity, usual class: cytotoxic; note: potency is the fitted concentration of half-maximal effect; some results filed as inactive show a strong effect at the top dose
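HepG2 CAGA-GFP cells (1000/well, DMEM with 1% FBS) received compound, then TGF-beta at 500 pg/mL final, and were incubated 18 hours at 37 degrees C. Viability was read by CellTiter-Glo luminescence. Media-only wells were set as complete cell-killing and DMSO as no toxicity.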
S2 tox: Viability Counterscreen for Primary qHTS for Inhibitors of ATXN expression. Potency, µM (highest dose often 56.7 µM), usual class: cytotoxic. S2 cells (HEK-293 line with an ATXN2-luciferase reporter) viability, CellTiter-Fluor protease fluorescence, 24 h. actives 0.49% (n = 400,000); note: potency is the fitted concentration of half-maximal effect; nearly all actives have a fitted effect of over 40% in size
HT1080 IDH1KD tx: qHTS for induction of synthetic lethality in tumor cells producing 2HG: qHTS for the HT-1080-IDH1KD cell line; HT-1080 IDH1 knockdown viability, ATP luminescence, 48 h; Potency, µM (top dose mostly 46.1 µM), inactives show at the highest dose activity, negative = toxicity, usual class: cytotoxic; actives 2% (n = 360,000); AID 686971, 2013;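 note: potency is the fitted concentration of half-maximal effect; 0% = DMSO wells and -100% = cell-free medium wells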
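HT-1080-IDH1KD cells (IDH1 knocked down), 750/well in RPMI with 5% FBS, treated with compound 48 h at 37 degrees C. Viability by CellTiter-Glo luminescence, normalised to DMSO and no-cell wells; concentration-response curves classed.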
* marks the source's active call; other numbers are inactive results; i = inactive; ? = inconclusive; . = not tested or not shown; & = joins results of further samples; [ ] = another dose, or the depositor's remark. Unless noted, calls come from the whole dose curve; as a rule, active = well fitted curve in the direction sought with a large enough effect; inconclusive = small, poorly fitted or top-dose-only effect, or another doubt; inactive = no such curve, though single readings can be large; an effect the other way counts as inactive or inconclusive.

SMILES	MCF10A rereplic	KB-3-1 cytotox	ATXN2 expr inh	HT1080NT lethal	SW480 rereplic	IL1B secr inh	HepG2 viability	S2 tox	HT1080 IDH1KD tx
Nc1nc2cc3ccccc3cc2[nH]c1=O	4.5%	6.51µM*	.	0.1%	6.2%	-0.6	-32.6%	i	-5.4%
COC(=O)c1ccc(CSc2nnc3ccc4ccccc4n23)cc1	.	2.0%	0.3%	.	.	.	2.9%	i	.
CCCn1c(CN2CCN(c3ccc(OC)cc3)CC2)nc2c1c(=O)[nH]c(=O)n2C	.	?	-27.5%	.	.	.	-11.7%	i	.
Cc1nc(C)c(C(=O)C2=C(O)C(=O)N(CCN(C)C)C2c2ccccc2)s1 (stereo unspecified)	-10.3%	-0.4%	5.8%	14.3%	-3.9%	2.7	22.9%	i	18.0%
O=C(NC1CCCCCCC1)C1=COCCO1	0.0%	9.7%	45.0%[activator]	12.3%	1.6%	11.9	8.3%	i	13.5%
COc1ccc(N2CCN(CCNC(=O)CCN3C(=O)COc4ccccc43)CC2)cc1	1.5%	-5.2%	-7.3%	6.5%	-1.2%	-5.0	5.4%	?	5.0%
COc1ccc(CNC(=O)C2CCCN(S(=O)(=O)c3ccc(Br)s3)C2)cc1 (stereo unspecified)	-3.8%	-27.7%	8.6%	?	-7.2%	-15.5	-23.2%	i	-11.8%
CCOc1ccc(S(=O)(=O)N2CCN(C(=S)NC3CC3)CC2)cc1	-1.3%	8.5%	7.1%	-12.0%	0.6%	-5.8	1.9%	i	-13.2%
Cc1csc(SCC(=O)NC(=O)NCc2ccccc2)n1	-2.8%	3.8%	3.6%	7.3%	-2.9%	10.9	-6.4%	i	4.9%
CC1CC(OCC(O)C[N+]2(C)CCOCC2)CC(C)(C)C1 (stereo unspecified)	3.6%	5.5%	3.1%	1.2%	-6.2%	1.7	0.1%	i	5.8%
Cc1c(C(=O)O)cccc1-n1c(C)cc(/C=N/Nc2ccc([N+](=O)[O-])cn2)c1C	-1.5%	15.0%	42.9%[activator]	-14.4%	11.1%	-12.7	-35.5%	i	-0.7%
COc1cc(C(=O)NCC(=O)OCC(=O)c2cccc3ccccc23)cc(OC)c1OC	3.6%	3.2%	-25.4%	1.3%	-3.4%	7.8	-0.1%	i	-2.2%
COc1ccc(-n2c(-c3ccccc3)nnc2-c2ccc(Cl)cc2)cc1	-9.0%	-4.9%	-2.3%	-1.1%	-8.9%	0.0	-1.9%	i	-5.1%
O=C(Cc1ccccc1)NCc1ccccn1	-3.1%	-2.7%	-5.6%	-1.2%	-1.7%	-8.4	5.1%	i	3.2%
NC(=S)n1[nH]c(-c2ccc([N+](=O)[O-])cc2)c(N=Nc2cccc([N+](=O)[O-])c2)c1=O	-14.4%	?	?	1.46µM*	?	35.5	-68.7%	?	0.82µM*
C=CCc1ccc(OCCCCN2CC(C)CC(C)C2)c(OC)c1 (stereo unspecified)	20.0%	-14.0%	-7.8%	-0.8%	?	-17.1	-23.5%	i	-5.6%
COc1ccc(Nc2nnc(SCC(=O)NC3CCCC3)s2)cc1	.	-0.7%	.	-13.9%	.	7.3	-40.7%	i	-17.2%
COc1ccc(/C=C(\NC(=O)c2ccc(OC)cc2)C(=O)N2CCCCC2)cc1	-0.8%	8.9%	17.4%	-4.0%	5.2%	9.1	-5.6%	i	4.1%
O=C(COC(=O)c1ccc([N+](=O)[O-])o1)Nc1nc2ccccc2s1	-4.1%	1.4%	3.1%	-10.5%	-3.1%	-4.9	0.0%	i	2.6%
CNc1nc(Cl)nc(NC(C)(C)C)n1	6.6%	0.0%	-4.5%	-8.2%	4.7%[9.22 µM]	-14.1	-6.0%	i	-4.2%
CCCN(CCC)CCCNC(=O)Cn1cnc2sc(C)c(S(=O)(=O)N3CCOCC3)c2c1=O	3.3%	15.7%	-8.5%	1.7%	-3.2%	-6.8	-15.4%	i	12.7%
Cc1ccc(CN(Cc2ccco2)C(=O)c2oc3cc(Br)ccc3c2C)cc1	.	-1.9%	3.7%	.	.	.	-23.8%	i	.
CC12CN(Cc3ccccc3)CC(C)(CN(Cc3ccccc3)C1)C2=NO	12.0%	?	-3.8%	-0.2%	-12.8%	-17.8	-51.2%	i	-17.7%
Cc1ccc(NS(=O)(=O)c2sc3ccc(Cl)cc3c2C)cc1	?	-13.4%	?	?	-1.3%	-84.6*	-97.6%	?	?
c1ccc(CCNc2ncnc3scc(C4COc5ccccc5O4)c23)cc1 (stereo unspecified)	?	?	-27.0%	-25.9%	4.9%	0.2	-46.7%	i	-29.5%

Remaining list, next part.
SMILES	MCF10A rereplic	KB-3-1 cytotox	ATXN2 expr inh	HT1080NT lethal	SW480 rereplic	IL1B secr inh	HepG2 viability	S2 tox	HT1080 IDH1KD tx
Cc1noc2ncnc(Sc3ccccc3Cl)c12	?	?	3.6%	?	?	-26.1	-101.0%	?	?
O=C(NCc1ccccn1)c1ccc(CS(=O)(=O)Cc2ccc(Cl)cc2)o1	?	4.7%	0.7%	2.3%	-5.1%	4.4	0.7%	i	-1.0%
CCOC(=O)c1ccc2[nH]c3c(c2c1)CCCC3C(=O)OCC (stereo unspecified)	?	-16.7%	3.0%	-11.3%	-3.7%	-10.0	-6.3%	i	-16.1%
c1cn2c(-c3ccoc3)cncc2n1	.	0.0%	9.8%	22.6%	.	0.0	5.3%	i	-0.1%
Cc1cccc2cc(/C=C/C(=O)c3ccco3)c(Cl)nc12	?	?	9.6%	-0.1%	1.4%	-5.5	-178.4%	i	-12.9%
CC1CCN(Cc2nnnn2CCCC(=O)N(C)C2CCOC2)CC1 (stereo unspecified)	-0.4%	-2.0%	-1.4%	6.3%	-6.7%	0.5	2.9%	i	12.7%
CCCCCCC[C@@H](C/C=C/CCC(=O)N(C)C/C(=C/Cl)C/C(=C\C(=O)N1C[C@H](O)CC1=O)OC)OC	?	0.0%	?	23.1µM*	?	-70.6*	-104.0%	?	?
Cc1n[nH]c(C)c1CN(C)C(=O)c1cc(COc2ccc(F)c(F)c2)on1	-1.6%	-3.2%	7.0%	4.1%	-4.7%	0.0	-5.8%	?	10.4%
Cc1ccc([C@@H]2[C@@H]3C(=O)N(C)C(=O)[C@@H]3[C@]3(C)C(=O)N(Cc4ccccn4)CC(=O)N23)o1	1.9%	16.9%	2.0%	9.2%	-4.5%	22.6	13.2%	i	15.2%
NNC(=O)COc1cccc(Oc2ccccc2)c1	0.7%	-7.8%	-16.4%	-3.5%	2.3%	-3.3	2.3%	i	-7.2%
COC(=O)/C(=C\c1ccc([N+](=O)[O-])cc1)NC(=O)c1ccccc1	6.5%	17.3%	-7.3%	11.5%	-3.5%	38.6	-20.0%	i	7.4%
Cc1ccc(NC(=O)c2ccc(OC(=O)COc3ccc(Cl)c(C)c3)cc2)cc1	-5.8%	-3.1%	43.7%[activator]	0.2%	.	0.0	-3.6%	i	2.9%
O=C(Nc1ccc(N2CCN(C(=O)c3ccccc3)CC2)c(Cl)c1)c1ccc(Br)o1	?	?	?	7.08µM*	14.4%	-100.7*	-33.8%	?	?
O=C(CN1C(=O)C2CC=CCC2C1=O)Nc1nnc(SCc2c(Cl)cccc2Cl)s1 (stereo unspecified)	20.3%	1.2%	3.7%	1.5%	-0.2%	16.7	-3.6%	i	-1.9%
NS(=O)(=O)c1ccc(CCNC(=O)c2ccc(NC3=NC4CS(=O)(=O)CC4S3)cc2)cc1 (stereo unspecified)	0.1%	6.5%	4.3%	27.6%	-2.7%	2.2	6.4%	i	24.8%
O=C(NCCc1ccccc1)c1ccc(NC(=O)C2CCCCC2)cc1	0.3%	0.0%	-3.5%	9.3%	-4.2%	25.2	-8.5%	i	8.1%
O=C(Cn1cnc2c(nc3n2CCCCC3)c1=O)Nc1cccc(C(F)(F)F)c1	2.3%	-1.7%&0.0%	-1.8%	-1.2%	-34.0%	1.8	-1.1%&5.2%	?	-2.0%
CCCCCC(O)CCc1n[nH]c(=S)n1-c1ccccc1 (stereo unspecified)	8.0%	-12.4%	-14.6%	10.4%	-20.8%	4.0	-4.9%	i	5.4%
N#Cc1ccc2c(=O)n(-c3ccccc3)sc2c1	.	?	-34.7%	9.3%	.	23.5	-57.4%	10µM*	-3.8%
O=S1(=O)CC(N2CCOCC2)c2ccccc21 (stereo unspecified)	-2.7%	18.9%	9.0%	21.0%	-5.2%	6.9	8.2%	i	28.1%
C=CCn1c(SCc2c(C)noc2C)nc2ccccc2c1=O	7.31µM*	?	?	0.562µM*	0.651µM*	40.0	-8.8%	?	0.316µM*
COc1ccc([N+](=O)[O-])cc1NC(=O)COC(=O)C=C(C)C	-12.0%	-0.3%	3.5%	-16.5%	1.9%	-3.8	-1.9%	i	-8.2%

One compound at a time (already shown). Order of values: MCF10A rereplic	KB-3-1 cytotox	ATXN2 expr inh	HT1080NT lethal	SW480 rereplic	IL1B secr inh	HepG2 viability	S2 tox	HT1080 IDH1KD tx
c1ccc(CCNc2ncnc3scc(C4COc5ccccc5O4)c23)cc1 (stereo unspecified) in the list: ?	?	-27.0%	-25.9%	4.9%	0.2	-46.7%	i	-29.5%
Cc1n[nH]c(C)c1CN(C)C(=O)c1cc(COc2ccc(F)c(F)c2)on1 in the list: -1.6%	-3.2%	7.0%	4.1%	-4.7%	0.0	-5.8%	?	10.4%
CC1CCN(Cc2nnnn2CCCC(=O)N(C)C2CCOC2)CC1 (stereo unspecified) in the list: -0.4%	-2.0%	-1.4%	6.3%	-6.7%	0.5	2.9%	i	12.7%
COc1ccc(-n2c(-c3ccccc3)nnc2-c2ccc(Cl)cc2)cc1 in the list: -9.0%	-4.9%	-2.3%	-1.1%	-8.9%	0.0	-1.9%	i	-5.1%
